MCF10A rereplic: DNA re-replication induction in MCF 10a cells | actives 2.9% (n = 350,000) | MCF 10A DNA re-replication, Hoechst nuclear intensity, 48 h | AID 624296 | Potency, µM (doses to about 46.1 µM), without a hit: at the highest dose activity, positive = re-replication, most hits filed as activators; also: potency is read from the fitted curve at half-maximal effect; % of control where 0% means no effect; nearly all actives have a fitted effect of over 50% in size
KB-3-1 cytotox: KB-3-1 parental cell cytotoxicity. KB-3-1 viability, CellTiter-Glo ATP luminescence, 72 h. Potency, µM (highest dose often 46.1 µM), for inactives: at the highest dose activity change, negative = cytotoxic, usual class: cytotoxic. actives 1.4% (n = 400,000). AID 1347075; also: potency is read from the fitted curve at half-maximal effect; % is scaled to controls: 0 for no effect and ±100 for the full control effect; nearly all actives have a fitted effect of over 60% in size
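Multi-concentration cytotoxicity screen in KB-3-1 cells grown in DMEM lacking phenol red with 10% FBS. After 72 h at 37 °C with compound, ATP-dependent luminescence was recorded.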
GLP1R cytotox: cytotoxic in the GLP-1 receptor inverse agonist counter-screen. HEK293 cAMP-luciferase reporter cells, luminescence, 24 h. Potency, µM (series often up to 38.3 µM), for inactives: at the highest dose activity change, negative = inhibition, most hits filed as inhibitors. actives 0.13% (n = 410,000);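 also: loss of luciferase light is scored as toxicity; potency is read from the fitted curve at half-maximal effect; % is scaled to controls: 0 for no effect and ±100 for the full control effect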
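A 23 nL compound transfer followed 12 hours of cell culture at 37 deg C; exposure then lasted 24 hr. Luciferase assay detection reagent was dispensed and plates read for luminescence after a 12 min room-temperature wait.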
IL-1B inflam inh: inhibitors of inflammasome signaling (IL-1 beta secretion) | actives 4.7% (n = 360,000) | activity change, % at 57.5 µM | THP-1 LPS/ATP IL-1B secretion, AlphaLISA, 16 h; active compounds read low; in the data active = activity change below about -50%; inconclusive = mostly about -30% to -49%; also: % is scaled to controls: 0 for no effect and ±100 for the full control effect
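Secreted IL-1B measured by AlphaLISA bead assay after 16 h compound exposure of THP-1 cells; compounds (final up to 57.5 uM) added 1 h before LPS (250 ng/mL) and ATP (1.25 mM) stimulation; lower signal means less secretion.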
HT1080 IDH1KD tx: HT-1080 IDH1 knockdown cell toxicity (counter line); HT-1080 IDH1 knockdown viability, ATP luminescence, 48 h; Potency, µM (titrated, usually from 46.1 µM), inactives show at the top dose activity, negative = toxicity, actives largely listed as cytotoxic; actives 2% (n = 360,000); AID 686971;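 also: potency is read from the fitted curve at half-maximal effect; 0% = DMSO wells and -100% = cell-free medium wells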
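IDH1KD HT-1080 cells, 750/well, RPMI + 5% FBS; compound pinned after 2 h settling; 48 h, 37 °C; CellTiter-Glo luminescence; % activity normalised to DMSO and no-cell wells; curves fitted, classed by r2 and efficacy.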
D3 ag: activates the human D3 dopamine receptor; P35462; D3R DiscoveRx beta-arrestin cells, luminescence, 90 min; max activation, %; actives 0.58% (n = 410,000); in the data active = max activation above about 30%; also: 0% is about no effect; mostly tested at two doses, the higher about 12 µM
Target sequence (P35462 whole entry, looked up): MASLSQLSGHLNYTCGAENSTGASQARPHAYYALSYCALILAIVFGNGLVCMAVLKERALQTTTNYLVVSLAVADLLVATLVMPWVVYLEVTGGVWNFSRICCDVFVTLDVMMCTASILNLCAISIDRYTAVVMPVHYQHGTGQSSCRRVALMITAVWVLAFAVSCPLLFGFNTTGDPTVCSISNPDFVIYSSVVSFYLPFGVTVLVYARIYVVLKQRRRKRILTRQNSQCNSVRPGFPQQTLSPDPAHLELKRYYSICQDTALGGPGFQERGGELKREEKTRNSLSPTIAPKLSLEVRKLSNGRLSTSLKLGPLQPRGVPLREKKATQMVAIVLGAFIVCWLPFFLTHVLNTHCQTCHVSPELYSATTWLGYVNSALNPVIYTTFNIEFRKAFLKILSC
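Agonist-mode cell screen: cells plated at 1500/well and incubated overnight at 37 °C, then exposed to library compounds for 90 min at 37 °C. Detection reagent was added for 30–60 min at room temperature, and luminescence was read.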
HT1080NT lethal: kills 2HG-producing HT-1080-NT fibrosarcoma cells. HT-1080-NT fibrosarcoma viability, CellTiter-Glo ATP luminescence, 48 h. Potency, µM (top dose mostly 46.1 µM), for inactives: top-dose activity, negative = less viability, hits mostly cytotoxic. actives 1.6% (n = 360,000);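 also: NT is the 2HG producing partner of a matched IDH1 knockdown line; potency is read from the fitted curve at half-maximal effect; 0% = DMSO-treated cells and -100% = media-only wells without cells; nearly all actives have a fitted effect of over 55% in size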
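750 cells/well, RPMI + 5% FBS; 2 h settle, compound pin-transfer, 48 h at 37 degrees C. CellTiter-Glo 10 min RT, luminescence. Normalized to DMSO and media-only wells.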
SW480 rerep: inducers of DNA re-replication in SW480 colon cancer cells; actives 1.8% (n = 340,000); AID 624297; SW480 DNA re-replication, Hoechst DNA content imaging, 48 h; Potency, µM (highest dose often 46.1 µM), for inactives: at the top dose re-replication activation, hits mostly activators; also: potency is read from the fitted curve at half-maximal effect; % of control where 0% means no effect; nearly all actives have a fitted effect of over 55% in size
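DNA re-replication was detected as more nuclei of elevated Hoechst intensity after 48 hr exposure to compound (23 nL pinned per well of 250 cells).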
KB-V1 cytotox: KB-V1 MDR subline cytotoxicity. KB-V1 MDR cells viability, CellTiter-Glo, 72 h. Potency, µM (top dose mostly 46.1 µM), for inactives: top-dose activity change, negative = cytotoxicity, hits mostly cytotoxic. actives 3.4% (n = 400,000); also: potency is read from the fitted curve at half-maximal effect; % is scaled to controls: 0 for no effect and ±100 for the full control effect; nearly all actives have a fitted effect of over 60% in size
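Cytotoxicity via CellTiter-Glo luminescence after 72 h compound exposure at 37 degrees C. Cells: drug-selected KB-V1 line, DMEM phenol-red free plus 10% FBS. Compounds tested at multiple concentrations; normalized data fitted to concentration-effect curves.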
The depositor's hits bear a star; ? = inconclusive; . = not tested or not shown; [ ] = remark or other dose. Unless noted, calls follow the shape of the dose curve; as a rule, active = well fitted curve in the direction sought with a large enough effect; inconclusive = small, poorly fitted or top-dose-only effect, or another doubt; inactive = no such curve, though single readings can be large; an effect the other way counts as inactive or inconclusive.

SMILES	MCF10A rereplic	KB-3-1 cytotox	GLP1R cytotox	IL-1B inflam inh	HT1080 IDH1KD tx	D3 ag	HT1080NT lethal	SW480 rerep	KB-V1 cytotox
Cc1cccc(NC(=O)C2CCCN(S(=O)(=O)c3ccc4c(c3)CCCC(=O)N4)C2)c1 (stereo not drawn)	.	-8%	-1%	.	.	3	.	.	-7%
CCn1c(=O)c2cc(C(=O)N(C)c3ccc(OC)cc3OC)sc2c2ccccc21	?	0%	-4%	-7	?	5	-6%	7%	?
COc1ccc(NC(=O)N(C)C[C@H]2Oc3ccc(NC(=O)CCN4CCOCC4)cc3C(=O)N([C@@H](C)CO)C[C@H]2C)cc1	-1%	23%	0%	-8	7%	18	6%	0%	0%
Cc1cc(-n2c(C)cc(C(=O)COc3ccccc3[N+](=O)[O-])c2C)no1	?	20%	-2%	0	0%	-2	2%	?	?
COC(CNC(=O)C1CCCCC1C(=O)O)OC (stereo not drawn)	-7%	6%	-8%	-11	14%	3	12%	-6%	9%
O=C(NCCN1CCN(Cc2ccccc2)CC1)Nc1cc(Cl)cc(Cl)c1	?	-1%	?	?	-11%	-18	1%	21%	-27%
COc1ccc(-c2cc3ccccc3oc2=O)cc1NC(=O)c1cccnc1	12%	5%	?	-7	-2%	2	-1%	-1%	-2%
COc1cccc(Oc2nnnn2-c2ccccc2)c1	1%	3%	5%	-25	6%	1	8%	-11%	-5%
Brc1ccc(-c2csc(N/N=C/c3cccnc3)n2)cc1	?	4%	2%	-2	-1%	22	-3%	25%	?
COc1ccc(CNC(=O)CCCn2nc([N+](=O)[O-])cc2C)cc1	4%	-1%	11%	0	-9%	4	-1%	12%	0%
Cn1c(SCc2nn[nH]n2)nc2c1c(=O)n(Cc1ccccc1Cl)c(=O)n2C	-4%	5%	6%	4	4%	11	-1%	2%	8%
NC(=O)CSc1nnc(-c2ccco2)n1-c1ccc(F)cc1	.	-16%	1%	0	-27%	-3	5%	.	-12%
CCCCCn1c(=S)[nH]c2cc(C(=O)N3CCN(C(=O)OCC)CC3)ccc2c1=O	?	3%	-1%	55	15%	3	6%	-2%	?
Cc1ccc2c(c1)C(=O)C(=O)N2CC(=O)Nc1ccccc1NC(=O)c1ccccn1	13µM*	?	0%	39	-3%	-20	?	18µM*	-7%
COc1ccc(CSc2nc(CSC)cc(N3CCOCC3)n2)cc1	?	-6%	-14%	13	?	-12	?	7%	?
CN(Cc1ccccc1)S(=O)(=O)CCNC(=O)c1ccc2c(c1)OCO2	3%	6%	-15%	10	4%	-3	0%	-5%	0%
O=[N+]([O-])c1ncccc1Oc1nc(-c2cccnc2)nc2ccccc12	22%	-1%	1%	0	-14%	1	-14%	-5%	?
COc1ccccc1CNC(=O)c1ccc(N2Cc3cccc(OC)c3Oc3ncccc32)s1	.	19%	10%	.	.	2	.	.	9%
Fc1cccc(Cc2c(-c3cccc(Cl)c3)nc3c4ccccc4ccn23)c1	.	-1%	6%	17	?	-8	?	.	-6%
COc1ccc(C(=O)Nc2cccc(S(=O)(=O)N3CCCC3)c2)cc1S(=O)(=O)N1CCOCC1	7%	11%	?	7	0%	-5	4%	0%	15%

3 entries already listed, arranged by formula weight, largest number first.
SMILES	MCF10A rereplic	KB-3-1 cytotox	GLP1R cytotox	IL-1B inflam inh	HT1080 IDH1KD tx	D3 ag	HT1080NT lethal	SW480 rerep	KB-V1 cytotox
COc1ccc(NC(=O)N(C)C[C@H]2Oc3ccc(NC(=O)CCN4CCOCC4)cc3C(=O)N([C@@H](C)CO)C[C@H]2C)cc1	-1%	23%	0%	-8	7%	18	6%	0%	0%
Cn1c(SCc2nn[nH]n2)nc2c1c(=O)n(Cc1ccccc1Cl)c(=O)n2C	-4%	5%	6%	4	4%	11	-1%	2%	8%
O=[N+]([O-])c1ncccc1Oc1nc(-c2cccnc2)nc2ccccc12	22%	-1%	1%	0	-14%	1	-14%	-5%	?

Shown in markdown: entries from further up.
| molecule | MCF10A rereplic | KB-3-1 cytotox | GLP1R cytotox | IL-1B inflam inh | HT1080 IDH1KD tx | D3 ag | HT1080NT lethal | SW480 rerep | KB-V1 cytotox |
| --- | --- | --- | --- | --- | --- | --- | --- | --- | --- |
| COc1ccc(CSc2nc(CSC)cc(N3CCOCC3)n2)cc1 | ? | -6% | -14% | 13 | ? | -12 | ? | 7% | ? |
| CN(Cc1ccccc1)S(=O)(=O)CCNC(=O)c1ccc2c(c1)OCO2 | 3% | 6% | -15% | 10 | 4% | -3 | 0% | -5% | 0% |
| O=[N+]([O-])c1ncccc1Oc1nc(-c2cccnc2)nc2ccccc12 | 22% | -1% | 1% | 0 | -14% | 1 | -14% | -5% | ? |
| COc1ccccc1CNC(=O)c1ccc(N2Cc3cccc(OC)c3Oc3ncccc32)s1 | . | 19% | 10% | . | . | 2 | . | . | 9% |
| Fc1cccc(Cc2c(-c3cccc(Cl)c3)nc3c4ccccc4ccn23)c1 | . | -1% | 6% | 17 | ? | -8 | ? | . | -6% |
| COc1ccc(C(=O)Nc2cccc(S(=O)(=O)N3CCCC3)c2)cc1S(=O)(=O)N1CCOCC1 | 7% | 11% | ? | 7 | 0% | -5 | 4% | 0% | 15% |

Further structures follow.
SMILES	MCF10A rereplic	KB-3-1 cytotox	GLP1R cytotox	IL-1B inflam inh	HT1080 IDH1KD tx	D3 ag	HT1080NT lethal	SW480 rerep	KB-V1 cytotox
Cc1cc(=O)n(CC(C)C)c(O)c1C#N	-2%	3%	5%	-7	11%	7	9%	-5%	4%
CC(=O)Nc1nc(=O)c2ccccc2s1	-2%	2%	5%	14	?	5	?	-5%	9%
O=c1c2ccccc2ncn1CCCCOc1ccc(Br)cc1	7%	0%	-25%	-4	1%	2	9%	-1%	0%
CCOC(=O)CSC(=S)NC(=O)c1ccc(OC)cc1	2%	14%	-12%	10	0%	-8	-2%	?	4%
COc1cc(NC(=O)Cc2ccccc2)ccc1NC(=O)c1ccco1	11%	8%	-7%	?	?	1	28%	-1%	-2%
COc1ccccc1C(=O)NC(CCSC)C(=O)OC(C)C(=O)NC1CC1 (stereo not drawn)	-1%	5%	3%	5	6%	1	9%	-9%	25%
COCCCn1c(SCC(=O)NCc2ccccc2)nc2ccccc2c1=O	32%	15%	-18%	-6	?	15	10%	1%	?
Cc1cc(C)nc(SCc2cn3ccccc3n2)n1	-1%	-1%	7%	-15	20%	2	5%	-47%[inhibitor]	-15%
CC(=O)c1ccc(NC(=O)C(C)OC(=O)c2ccc(NS(=O)(=O)c3ccc4[nH]c(=O)[nH]c4c3)cc2)cc1 (stereo not drawn)	-2%	-4%	19%	-22	0%	-2	-7%	-46%[inhibitor]	-17%
CCN(CC)C(=O)c1cccc(-c2csc(C(O)c3ccco3)n2)c1 (stereo not drawn)	.	-13%	3%	0	-13%	3	5%	.	-4%
CC(=O)Nc1ccc(N2CCN(c3ccc(C(F)(F)F)cn3)CC2)nc1	11%	?	-1%	18	0%	7	0%	0%	-19%
COc1ccccc1C(=O)NC(=O)COC(=O)c1ccc(C)o1	?	?	-3%	7	15%	0	13%	-8%	3%
Cc1cc(C)nc(/N=C(/NC(=O)Nc2ccc(Cl)c(Cl)c2)Nc2cccc(Cl)c2)n1	3%	-4%	18%	12	?	6	29%	1%	-1%
S=C(NCC1(c2ccccc2)CCCC1)Nc1ccccc1	-8%	?	?	9	-9%	-5	-8%	-3%	3%
CCC(Sc1nc2n[nH]c(C)c2c(=N)n1-c1ccc(C)c(Cl)c1)C(=O)N1CCOCC1 (stereo not drawn)	23%	-8%	?	-9	-11%	5	-15%	2%	7%
C#CCNC(=O)C1=C[C@H](c2ccc3c(c2)OCO3)C[C@H](OCc2ccc(CO)cc2)O1	1%	10%	6%	-11	11%	-3	12%	4%	7%
Cc1nn(CC(=O)N2CCN(c3ccccc3)CC2)c(=O)c2cc3sccc3n12	.	13%	10%	.	.	-13	.	.	?
C/C(=N/NC(N)=S)c1ccc(Br)s1	0%	?	?	-6	?	-3	?	?	8.2µM*
COC(=O)COc1ccc(S(=O)(=O)Nc2ccc(NC(C)=O)cc2)cc1C	13%	-1%	18%	51	4%	2	-5%	-2%	-1%
O=C(Nc1cccc(F)c1)Nc1ccc2c(c1)CCC2	7%	7%	-4%	-17	1%	-1	-3%	0%	10%
COc1cc(C(=O)Nc2ccc(C(=O)O)cc2)ccc1OC(C)=O	-3%	-1%	-10%	-8	-14%	-5	?	-26%	33%
Nc1nc(CSc2nc3ccccc3[nH]2)nc(N2CCOCC2)n1	-5%	4%	1%	18	12%	0	16%	-5%	14%
O=C(Cc1cccs1)Nc1ccccc1	-13%	0%	-13%	-6	-2%	12	4%	1%	5%
Clc1cc(Br)ccc1OCCCNCc1ccccc1	?	?	?	-101*	?	-11	23µM*	?	?
COCC(=O)Nc1c(C(=O)Nc2ccc3c(c2)OCCO3)oc2ccccc12	?	?	4%	?	-13%	2	0%	0%	?
O=C(CN1C(=O)NC2(CCCCCCC2)C1=O)Nc1ccc(Cl)cc1	8%	?	-3%	17	?	-9	?	-3%	0%
CCOP(=O)(OCC)c1nc(-c2ccccc2)oc1N1CCCCC1	2%	-10%	-6%	-2	15%	2	0%	-4%	1%
COc1ccc(-c2cc(Cl)cc3c(=O)c4ccccc4n(C)c23)cc1F	?	3%	51%[activator]	-12	16%	14	6%	18µM*	-8%
CCN(CC)S(=O)(=O)c1cc(NC(=O)NCCCl)ccc1C	3%	-12%	-10%	46	2%	5	26%	-24%	-18%
O=C(c1cccs1)N1CCc2c([nH]c3ccccc23)C1c1ccccn1 (stereo not drawn)	12%	?	-14%	?	-9%	-12	-1%	18%	-2%

High-throughput results from PubChem BioAssay.
